High-throughput results deposited in PubChem BioAssay by several laboratories.
MazEF act: activators of E. coli MazEF toxin-antitoxin RNase; activation, % at 20 µM; 350,000 compounds, 0.32% hits; FAM/BHQ RNA-DNA oligo cleavage fluorescence, 5 h; P0AE70; in the data active = activation above about 50%
Target sequence (P0AE70 whole entry, looked up): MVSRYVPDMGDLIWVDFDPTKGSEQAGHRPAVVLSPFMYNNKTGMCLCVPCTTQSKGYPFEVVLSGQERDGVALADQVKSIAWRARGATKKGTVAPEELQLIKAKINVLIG
SSB-PriA inh: K. pneumoniae PriA-SSBct interaction inhibition; AlphaScreen SSBct-PriA binding, biotinylated peptide; AID 1272365; 430,000 compounds, 0.6% hits; inhibition, % at 33 µM; in the data active = inhibition mostly above about 37%, no sharp cut-off; inactive = mostly below about 20%;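 note: plate controls were negative control peptide for no effect and reference peptide for full effect; strong numbers were not always called active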
Mtb FBA inh: inhibitors of M. tuberculosis fructose-bisphosphate aldolase. P9WQA3. purified M. tuberculosis FBA, fluorescence read-out. inhibition, % at 1 µM. 360,000 compounds, 2.3% hits. AID 588726; in the data active = inhibition above about 27%;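 note: 0% = vehicle and 100% = reference inhibitor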
Target sequence (P9WQA3 whole entry, looked up): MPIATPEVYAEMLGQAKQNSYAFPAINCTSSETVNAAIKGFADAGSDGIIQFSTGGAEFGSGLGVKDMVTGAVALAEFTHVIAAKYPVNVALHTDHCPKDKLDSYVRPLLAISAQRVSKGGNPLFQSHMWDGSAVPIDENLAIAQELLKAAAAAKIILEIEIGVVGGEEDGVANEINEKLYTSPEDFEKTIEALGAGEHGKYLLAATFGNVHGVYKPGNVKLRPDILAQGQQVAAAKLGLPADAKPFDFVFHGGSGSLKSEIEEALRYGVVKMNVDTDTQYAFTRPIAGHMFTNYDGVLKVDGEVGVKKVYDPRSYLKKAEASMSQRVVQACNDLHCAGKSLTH
Vc quorum ag: inducers of Vibrio cholerae quorum light production without autoinducers. V. cholerae BH1578 lux reporter, luminescence, 6 h. activation, % at 18.7 µM. 350,000 compounds, 0.16% hits. AID 588436; in the data active = activation mostly above about 9.7%, no sharp cut-off; note: not every result past the cut was called active; inactives centre near 0; reference of the scale not given here
GDH-TPI inh: GDH-TPI coupled enzyme inhibition counter-screen | GDH-TPI coupled enzyme counterscreen, NADH absorbance | inhibition, % at 4.8 µM | 360,000 compounds, 1.2% hits | AID 588335; in the data active = inhibition above about 30%;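 note: 0% = DMSO wells and 100% = wells lacking the enzyme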
UGM FP inh: inhibitors of M. tuberculosis UDP-galactopyranose mutase; 320,000 compounds, 0.06% hits; purified UGM, fluorescence polarization probe displacement; inhibition, % at 10 µM; AID 504406; P9WIQ1; in the data active = inhibition above about 10%, passing the limit was not always enough
Target sequence (P9WIQ1 whole entry, looked up): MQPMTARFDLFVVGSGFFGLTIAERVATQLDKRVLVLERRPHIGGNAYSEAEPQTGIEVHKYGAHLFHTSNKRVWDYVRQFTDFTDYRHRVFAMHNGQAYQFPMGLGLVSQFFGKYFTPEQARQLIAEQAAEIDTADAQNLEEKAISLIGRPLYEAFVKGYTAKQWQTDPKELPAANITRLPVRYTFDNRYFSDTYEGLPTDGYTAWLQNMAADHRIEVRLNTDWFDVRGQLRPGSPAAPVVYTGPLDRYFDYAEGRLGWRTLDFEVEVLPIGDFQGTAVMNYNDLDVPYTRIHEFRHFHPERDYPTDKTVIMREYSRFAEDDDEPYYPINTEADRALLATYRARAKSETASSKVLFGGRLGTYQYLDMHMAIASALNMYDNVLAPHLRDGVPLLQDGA
SARS 3CLpro inh: SARS-CoV 3CLpro protease inhibition. inhibition, % at 6 µM. 290,000 compounds, 0.14% hits. AID 1706. P0C6X7. recombinant SARS-CoV 3CLpro, quenched FRET peptide cleavage; in the data active = inhibition above about 12%
Rv3671c protease: inhibits the M. tuberculosis serine protease Rv3671c | P9WHR9 | inhibition, % at 5.96 µM | 320,000 compounds, 0.048% hits; in the data active = inhibition above about 38%;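 note: extracellular domain of Rv3671c used as enzyme; 0% = enzyme with DMSO and 100% = no enzyme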
BioA inh: blocks M. tuberculosis BioA enzyme activity | purified M. tuberculosis BioA enzyme, plate reader | inhibition, % at 9.99 µM | 360,000 compounds, 0.096% hits | AID 602481; in the data active = inhibition above about 40%
VHR inh abs: DUSP3 (human) phosphatase inhibition; P51452; recombinant VHR phosphatase, pNPP absorbance; inhibition, % at 13.3 µM; 290,000 compounds, 0.52% hits; AID 1654; in the data active = inhibition above about 50%; note: some compounds called inactive have numbers as strong as hits
Numbers without * were called inactive; i = inactive; / = not tested or not shown; & = joins results of further samples. This is a subset; rates above refer to the full screens.

SMILES	MazEF act	SSB-PriA inh	Mtb FBA inh	Vc quorum ag	GDH-TPI inh	UGM FP inh	SARS 3CLpro inh	Rv3671c protease	BioA inh	VHR inh abs
O=C(c1ccccc1Cl)N1CCC(c2nc3c(nnn3Cc3ccco3)c(=O)[nH]2)CC1	3	3	1	/	-7	0.6	-1	0	10	1
CCOC(=O)c1c(C)n(Cc2ccco2)c2c1cc(O)c1ccccc12	15	25	0	-0.4	16	2.9	1	-11	-1.3	-10
CC1(C)CC(=O)C2=C(C1)NC(=O)NC2c1ccc([N+](=O)[O-])cc1 (centres undefined)	12	-8	2	-0.2	-4	0.1	2	2	/	12
O=C(COC(=O)CN1C(=O)C2CCCCC2C1=O)NCc1ccc(Cl)cc1Cl (centres undefined)	-4	-3	1	-0.3	4	0.9	/	6	-0.1	/
O=c1oc(-c2ccccc2NS(=O)(=O)c2ccc(Cl)cc2)nc2ccccc12	10	-12	-4	i	0	0.7	4	-7	/	36
CCOc1cccc(C(=O)NC(=S)Nc2ccc(Cl)cc2C(=O)O)c1	1	7	6	i	2	-0.2	3	3	/	2
CC(NC(=O)c1ccccc1Cl)C(=O)O (centres undefined)	3	-25	0	12	0	1.8	4	6	-0.2	14
CC(C)[Si]1(C(C)C)OCC2OC(n3cnc4c(N)ncnc43)C(N)C2O[Si](C(C)C)(C(C)C)O1 (centres undefined)	0	-11	-2	i	2	/	/	/	/	/
Cc1ccc(-c2ccc(S(=O)(=O)N3CCN(C)CC3)cc2)cc1	-8	4&-7	0	i	1	-0.5	7	1	-1.5	40
COCC(=O)N1CCC(Oc2ccc(C(=O)N(C)CCCC3CCCC3)cc2)CC1	6	-4	0	-0.2	-3	0.2	1	0	1.3	8
Cc1ccccc1C(=O)Nc1ccnn1C1CCN(C(=O)c2ccoc2)CC1	2	-7	-2	/	4	-1.0	3	1	0.1	10
CC(=O)Nc1ccc(/C=C(\C#N)S(=O)(=O)c2ccc(C)cc2)cc1	2	-2	0	-5.6	9	3.9	/	-4	-1.8	/
Cc1ccc(/C=N/n2c(C)nc3ccccc3c2=O)s1	/	/	/	/	/	-0.2	-1	9	/	18
CC(C)OC(=O)c1cccc(-c2ccc(C=O)o2)c1	5	1	-1	-0.2	8	-0.3	0	-4	/	3
COc1ccc(CCNC(=O)c2cnc3scc(C)n3c2=O)cc1OC	4	-2	5	-0.1	33*	4.5	-3	4	4.7	-20
O=C(NC(=S)Nc1cc(C(F)(F)F)ccc1N1CCOCC1)c1sc2ccccc2c1Cl	-1	1	0	-2.3	2	-0.5	3	-1	/	28
O=C(c1cc(=O)c2ccccc2o1)N1CCCc2ccccc21	3	5	-2	0.7	6	2.8	-4	1	0.4	10
O=C(Nc1cccc(Cl)c1)C1CCN(C(=O)c2cccs2)CC1	8	-14	-1	-0.3	-2	-0.9	-2	-3	5.0	12
CC(=O)C1=C(O)CC(C)(C)CC1=NCc1nc2ccccc2[nH]1	-2	-19	-2	-0.4	-4	-0.3	0	2	0.7	-5
Cn1c(SCCOc2ccc(Cl)cc2)nnc1-c1ccncc1	6	-8	-4	-1.4	9	0.5	2	4	3.7	6
CCCc1cc(C(=O)Nc2sc3c(c2C#N)CCC3)no1	5	-6	-3	i	24	0.8	0	6	-0.6	38
C=CCNCCCOc1ccc(C)cc1Br	7	-10	0	-3.3	-3	2.0	-7	-1	/	0
O=C(CSc1nnc(-c2ccccc2)o1)NC1CCCC1	2	-1	-4	-0.6	-2	-2.8	/	-4	-0.3	/
O=C(Cc1ccc(NC(=O)C2CCN(C(=O)C3CCCCC3)CC2)cc1)Nc1ccc(C(=O)N2CCOCC2)cc1	2	-9	0	i	5	/	/	/	3.5	/
COc1ccc(-c2[nH]ncc2CN2CCCCCCC2)c(OC)c1	-1	27	1	2.8	-2	0.1	2	0	/	13
COc1ccc(NC(=O)C(=O)NCc2ccncc2)c(OC)c1	-7	-14	-1	-1.4	9	1.0	-7	7	-1.1	29
O=C(CNC(=O)c1ccc(OC(F)F)cc1)NCc1ccccn1	-2	-15	-3	i	-4	-0.8	/	-4	0.5	/
CCc1ccc(C(=O)NNc2ccc(C)c(Cl)c2)cc1	6	5	-1	-0.4	8	-0.2	1	-1	-0.6	-19
CCc1cccc(NC(=S)N(CCCN2CCOCC2)C(C)c2cc3cccc(OC)c3o2)c1 (centres undefined)	11	-1	4	-0.2	-4	1.6	0	10	0.6	21
CC(=O)Oc1ccc(Cn2c(C)c(C(=O)NC3CC3)sc2=O)cc1	/	/	1	0.4	4	/	/	/	-0.3	/

Eleven entries from above, with two lines to a compound.
Each structure is followed by: MazEF act | SSB-PriA inh | Mtb FBA inh | Vc quorum ag | GDH-TPI inh | UGM FP inh | SARS 3CLpro inh | Rv3671c protease | BioA inh | VHR inh abs
O=C(c1cc(=O)c2ccccc2o1)N1CCCc2ccccc21
    3 | 5 | -2 | 0.7 | 6 | 2.8 | -4 | 1 | 0.4 | 10
O=C(Nc1cccc(Cl)c1)C1CCN(C(=O)c2cccs2)CC1
    8 | -14 | -1 | -0.3 | -2 | -0.9 | -2 | -3 | 5.0 | 12
CC(=O)C1=C(O)CC(C)(C)CC1=NCc1nc2ccccc2[nH]1
    -2 | -19 | -2 | -0.4 | -4 | -0.3 | 0 | 2 | 0.7 | -5
Cn1c(SCCOc2ccc(Cl)cc2)nnc1-c1ccncc1
    6 | -8 | -4 | -1.4 | 9 | 0.5 | 2 | 4 | 3.7 | 6
CCCc1cc(C(=O)Nc2sc3c(c2C#N)CCC3)no1
    5 | -6 | -3 | i | 24 | 0.8 | 0 | 6 | -0.6 | 38
C=CCNCCCOc1ccc(C)cc1Br
    7 | -10 | 0 | -3.3 | -3 | 2.0 | -7 | -1 | / | 0
O=C(CSc1nnc(-c2ccccc2)o1)NC1CCCC1
    2 | -1 | -4 | -0.6 | -2 | -2.8 | / | -4 | -0.3 | /
O=C(Cc1ccc(NC(=O)C2CCN(C(=O)C3CCCCC3)CC2)cc1)Nc1ccc(C(=O)N2CCOCC2)cc1
    2 | -9 | 0 | i | 5 | / | / | / | 3.5 | /
COc1ccc(-c2[nH]ncc2CN2CCCCCCC2)c(OC)c1
    -1 | 27 | 1 | 2.8 | -2 | 0.1 | 2 | 0 | / | 13
COc1ccc(NC(=O)C(=O)NCc2ccncc2)c(OC)c1
    -7 | -14 | -1 | -1.4 | 9 | 1.0 | -7 | 7 | -1.1 | 29
O=C(CNC(=O)c1ccc(OC(F)F)cc1)NCc1ccccn1
    -2 | -15 | -3 | i | -4 | -0.8 | / | -4 | 0.5 | /

Later entries.
SMILES	MazEF act	SSB-PriA inh	Mtb FBA inh	Vc quorum ag	GDH-TPI inh	UGM FP inh	SARS 3CLpro inh	Rv3671c protease	BioA inh	VHR inh abs
COCCCNc1nc2ccccc2nc1NS(=O)(=O)c1ccc(C)cc1	-5	-20	8	-0.2	19	-1.2	2	2	5.9	-4
COc1ccc(CCNC(=O)c2ccccc2)cc1	2	-5	1	-0.6	-4	5.8	6	-8	-0.6	9
COc1ccc(OC(=O)c2cnn(-c3ccccc3)c2C)cc1	-7	-34	-2	-0.5	-2	-1.0	-1	0	15	16
COCC1CCCN(C(=O)c2ccc3oc(CCCc4ccccc4)nc3c2)C1 (centres undefined)	3	2	-2	i	9	-1.9	7	-2	0.1	-6
Cc1n[nH]c(=O)c2c(NC(=O)CSc3nc4ccccc4c(=O)n3CCCOC(C)C)oc(C)c12	6	-4	2	-0.2	-2	0.5	-2	92*	0.9	16
CCCCNC(=O)C1CCN(C(=O)C2CCN(S(=O)(=O)c3ccc(C)cc3)CC2)CC1	-1	6	2	0.0	-3	0.8	-2	-9	-0.3	4
CCc1nc2ccc(C(=O)Nc3ccc(OC)c(OC)c3)cn2c1N(CCC(C)C)CCN(C)C	/	/	-3	-0.3	4	/	/	/	1.2	/
Cc1nc(N2C(=O)C(=O)/C(=C(/O)c3ccccc3)C2c2ccco2)sc1C (centres undefined)	-7	/	-2	/	14	0.8	2	6	-1.4	6
CCCc1nnc(-c2ccc(OC)cc2)o1	-2	-4	1	i	-1	-4.3	4	-5	/	-1
COC(=O)c1cnc(SCc2ccc([N+](=O)[O-])cc2)n1C	1	-4	2	-0.4	1	-2.2	1	-6	0.1	10
CCOC(=O)C(C)Oc1ccc(C2NC(=O)NC(C)=C2C(C)=O)cc1Br (centres undefined)	-2	-6	-4	3.3	-7	-1.1	-8	-2	-0.5	3
C=C1CC2C(=O)N(Cc3ccccc3)C(C(=O)OCC)(C(=O)OCC)C1N2C(=O)OC(C)(C)C (centres undefined)	3	-11	3	i	7	-0.2	/	1	1.1	/
CCOC(=O)CCn1c2nc(C)cc(C)c2c(=O)n1-c1ccccc1	4	4	28*	i	-3	2.2	-2	0	0.5	0
CCOc1ccc(C2C(C(=O)O)CCC(=O)N2C2CCCCC2)cc1 (centres undefined)	1	-17	6	-1.2	-4	0.0	-5	-8	/	11
COc1cc(C(=O)NCC(=O)N/N=C/c2ccc(-c3ccc([N+](=O)[O-])cc3)o2)cc(OC)c1OC	6	/	-12	-0.2	15	1.8	1	7	-1.7	30
CCOC(=O)N1CCN(C(=O)CCn2nc(-c3ccccc3)ccc2=O)CC1	2	-5	0	-0.7	4	3.8	2	-7	/	10
C=CCn1cc(CN2CCC(C(=O)Nc3cccc(-c4cccc(Cl)c4)c3)CC2)c(C)n1	14	8	2	-0.2	1	1.3	-2	-12	16	-26
COc1ccc(NC(=O)C2CCN(S(=O)(=O)c3cccc4nonc34)CC2)cc1	10	1	1	-0.1	10	1.6	-2	-9	-0.8	15
Cc1ccc(NC(=S)NC(=O)c2ccc(F)cc2)cc1S(=O)(=O)Nc1cccc(Cl)c1	-6	25	0	-0.2	-1	-1.2	1	-11	1.2	-19
Nc1ccc(Br)c2cccnc12	-24	33	-1	-0.3	3	0.0	0	5	/	18
c1cc(-c2ccc3[nH]ccc3c2)n2ccnc2c1	/	/	82*	i	6	/	/	/	1.0	/
CCC(C)NC(=O)c1cc(-c2ccc3c(c2)OCO3)on1 (centres undefined)	3	-6	2	0.4	-1	1.2	0	-2	/	-22
Cc1ccc(NC(=O)c2cccc(S(=O)(=O)N3CCN(c4ccc(F)cc4)CC3)c2)nc1	4	6	2	-0.2	2	1.6	8	-9	0.0	2
O=C(Nc1ccc2c(c1)OCCO2)C1CCN(c2ncccn2)CC1	6	-5	4	-0.4	0	2.7	4	-2	/	16
Fc1ccccc1-c1nc(N2CCCCC2)c2ccccc2n1	-5	-41	0	-0.4	7	0.0	7	-11	/	8
O=C(c1ccc(C#CC2(O)CCCCC2)cc1)N1CCN(C(c2ccccc2)c2ccccc2)CC1	-5	11	2	3.8	3	1.8	3	-13	-1.6	24
COC(=O)C1=CN(Cc2cccs2)C=C(C(=O)OC)C1c1ccc(OC)cc1OC	4	-19	85*	i	-4	0.5	5	-12	/	6
Cc1cc(C)cc(C(=O)Nc2ccc(N3CCCC3)cc2)c1	16	12	-1	-0.4	1	-3.7	-3	-3	/	9
CCC1(C)Cc2ccccc2-c2[nH][nH]c(=O)c21 (centres undefined)	8	-3	7	i	2	2.5	3	1	/	7
CCCCn1c(O)c(C(C)=Nc2ccc3c(c2)CCC3)c(=O)[nH]c1=O	13	-5	-2	-0.3	-1	-0.3	3	1	0.0	-4
COc1cc2c(cc1NC(=O)c1cccc(S(=O)(=O)N(C)C)c1)oc1ccccc12	-6	-10	6	1.7	-2	1.6	0	-28	6.4	7
CC(=O)c1ccc(NS(=O)(=O)c2cccc(C(=O)Nc3ccccc3C(=O)O)c2)cc1	-38	-15	3	0.0	27	8.5	7	-11	1.9	12
